IEC-6 cytotox – counter-screen for KLF5 inhibitors: cytotoxicity in IEC-6 cells; AID 1825; 0.78% of 290,000 active; IEC-6 cytotoxicity, luminescence viability; inhibition, % at 5 µM; in the data active = inhibition above about 22%;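 note: 0% = plate median of test compound wells and 100% = cytotoxic reference compound wells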
HSF-1 act – increases HSF-1 driven luciferase reporter signal | NIH3T3-HGL HSF-1 luciferase reporter, MG132, 8 h; 100% = twice DMSO control signal | activation, % at 9 µM | 1.7% of 300,000 active | AID 504408;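 active = mean replicate activation of at least 50% with a set share of replicates each reaching 50%; inconclusive = only one of those two conditions met; inactive = mean below 50% and too few replicates reaching it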;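 note: 0% = median of the neutral control wells and 100% = twice that signal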
HSP90 inh – blocks HSP90-mediated luciferase refolding in reticulocyte lysate; AID 1789; 0.91% of 290,000 active; inhibition, % at 5.6 µM; Rabbit reticulocyte lysate, luciferase refolding luminescence, 3 h;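 active = inhibition above the screen-wide mean plus 3 SD, computed separately per campaign, cut at about 16% in these data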;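 note: 0% = DMSO wells and 100% = 60 µM geldanamycin wells; inhibitors lower the luminescence because luciferase stays unfolded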
KLF5 inh – inhibitors of KLF5 expression | DLD-1 KLF5 promoter-luciferase reporter, luminescence | inhibition, % at 5 µM | 0.23% of 290,000 active;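 active = inhibition above a per-plate limit of that plate's mean compound inhibition plus 3 SD, cut at about 60% in these data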;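 note: 0% = DMSO wells and 100% = LY294002 at 200 µM; higher means less KLF5 promoter-driven luciferase light; inactives centre near -14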
GSK3A inh – inhibitors of human GSK-3 alpha kinase; ADP-Glo luminescence, 60 min; inhibition, % at 10 µM; 0.1% of 320,000 active; AID 2650;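 in the data active = inhibition above about 50%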;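 note: GST-tagged GSK-3 alpha with peptide substrate and 25 µM ATP; 0% = DMSO neutral wells and 100% = GW8510 positive control wells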
Target sequence (P49840 whole entry, looked up): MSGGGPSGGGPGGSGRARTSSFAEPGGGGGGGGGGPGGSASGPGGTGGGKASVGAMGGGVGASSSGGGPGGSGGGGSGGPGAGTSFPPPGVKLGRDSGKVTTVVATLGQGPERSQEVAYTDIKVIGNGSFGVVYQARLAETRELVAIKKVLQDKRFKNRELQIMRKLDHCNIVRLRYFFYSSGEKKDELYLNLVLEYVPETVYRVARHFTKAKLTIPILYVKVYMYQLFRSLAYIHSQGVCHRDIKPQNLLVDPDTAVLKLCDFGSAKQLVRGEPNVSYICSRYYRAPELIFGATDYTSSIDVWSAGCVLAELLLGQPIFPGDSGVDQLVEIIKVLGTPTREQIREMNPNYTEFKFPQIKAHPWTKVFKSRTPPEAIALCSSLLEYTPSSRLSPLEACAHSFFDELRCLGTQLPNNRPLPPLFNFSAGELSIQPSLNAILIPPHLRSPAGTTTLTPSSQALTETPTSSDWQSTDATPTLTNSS
HSF1 inhib – HSF1 inhibition; 0.77% of 300,000 active; AID 2098; NIH3T3-HGL HSE-luciferase, MG132-induced, luminescence 8 h; stronger effect = lower value; activity change, negative = inhibition, % at 7.5 µM (by protocol);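 active = more than half of replicate wells show activity change below -50%, luminescence cut by over half; inconclusive = some wells, but at most half, below -50%; inactive = no replicate well below -50%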;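 note: luciferase reports HSF-1 transcriptional activity via heat shock element; 0% = median of DMSO wells and -100% = zero luminescence signal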
GSK3B inh – inhibitors of human GSK3beta kinase; GST-GSK3beta kinase, ADP-Glo luminescence, 60 min; stronger effect = lower value; activity score (negative = inhibition), % at 10 µM; 0.038% of 300,000 active; AID 2097;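 active = more than half of replicate wells score below -50%, meaning over 50% inhibition versus plate controls; inconclusive = some replicates but at most half score below -50%; inactive = no replicate scores below -50%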;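 note: 0% = median DMSO wells and -100% = median GW8510 positive control wells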
Target sequence (P49841 whole entry, looked up): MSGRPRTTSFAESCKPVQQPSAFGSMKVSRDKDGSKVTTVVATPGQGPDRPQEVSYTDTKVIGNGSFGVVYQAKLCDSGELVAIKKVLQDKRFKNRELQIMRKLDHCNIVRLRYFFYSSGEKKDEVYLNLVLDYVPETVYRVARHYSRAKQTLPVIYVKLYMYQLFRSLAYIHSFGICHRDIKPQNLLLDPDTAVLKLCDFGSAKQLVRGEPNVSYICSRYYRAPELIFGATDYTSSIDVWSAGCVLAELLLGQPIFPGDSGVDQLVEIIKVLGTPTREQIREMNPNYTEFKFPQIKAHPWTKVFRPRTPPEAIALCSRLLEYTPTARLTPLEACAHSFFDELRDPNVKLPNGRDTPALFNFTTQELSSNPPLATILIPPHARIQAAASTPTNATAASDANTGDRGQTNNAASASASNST
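Assay system: GST-tagged human GSK3beta kinase, cell-free; Input: 1.6 ng GSK3beta; Medium: Tris/MgCl2 kinase buffer; Timing: 60 min enzyme reaction, room temperature; Signal: ADP-Glo luminescence quantifying ADP generated by kinase; Evaluation: score relative to plate controls; Benchmarks: DMSO neutral wells and GW8510 at 20 µM as positive.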
HIF activator – HIF pathway transcriptional activation; 0.32% of 300,000 active; U2OS HRE-luciferase reporter, luminescence; normalized: DMSO 0%, desferrioxamine 100%; activation, % at 7.5 µM (by protocol);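 active = mean activation of at least 10% of the iron chelator positive control signal, with at least half of replicates also reaching 10%; inconclusive = mean and replicate majority disagree about reaching 10%; inactive = mean and most replicates under 10%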
aSyn 5UTR inh – 5' untranslated region of α-synuclein, MLPCN primary screen | alpha-synuclein 5'UTR reporter, inhibitor activity | 0.82% of 300,000 active | inhibition, % (tested at 7.5 µM); in the data active = inhibition above about 60%; inconclusive = no clear call, values can overlap the other calls;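 note: H4 neuroglioblastoma cells stably carrying SNCA 5'UTR luciferase fusion; 0% = DMSO wells and 100% = positive control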
AI-2 QS mod – Vibrio harveyi AI-2 quorum sensing modulation. Vibrio harveyi JMH597 AI-2 luminescence/OD600 ratio, 9 h; stronger effect = lower value; strain lacks LuxN and CqsS sensors; 0 = neutral-control median. activity change, % at 7.5 µM. 0.4% of 300,000 active; in the data active = activity change below about -75%, passing the limit was not always enough; inconclusive = no clear call, values can overlap the other calls;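 note: luminescence divided by OD600 gain over 9 h not by final OD600 alone; inactives centre near 13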
Starred values were filed as active, the others as inactive; ? = inconclusive; . = no result given.

SMILES	IEC-6 cytotox	HSF-1 act	HSP90 inh	KLF5 inh	GSK3A inh	HSF1 inhib	GSK3B inh	HIF activator	aSyn 5UTR inh	AI-2 QS mod
COc1ccc(CCNC(=O)CCS(=O)(=O)c2ccc(C)cc2)cc1OC	0	3	-2	-22	4	1	2	-0.2	12	9
Oc1ccc(CN2CCN(Cc3ccccc3)CC2)c2cccnc12	6	4	-2	12	.	-2	4	11*	-10	38
CC1=NNC(=O)/C1=C\c1cn(-c2ccccc2)nc1-c1cccs1	-2	39	-2	-27	-3	17	0	0.2	9	15
Cc1ccc2c(c1)sc(=NC(=O)C1CC1)n2C	2	14	4	-33	-1	11	-3	1.6	-45	7
CCCn1c(N)[n+](CC(=O)c2ccco2)c2ccccc21	6	-9	2	7	-2	-3	-4	0.2	-25	-3
Cc1c(-n2c(SCC(=O)O)nnc2-c2ccccc2Br)c(=O)n(-c2ccccc2)n1C	2	8	2	6	-2	-5	-2	-0.2	-1	-18
CC(C)(C)NC(=O)CN(C(=O)CNC(=O)c1cccs1)c1ccccc1F	-7	-7	-4	-7	0	-5	2	-1.5	3	13
O=C(CCSCc1ccccc1Cl)N1CCN(c2ccccn2)CC1	-1	8	0	-58	.	6	-6	1.2	-47	1
CCOC(=O)N1C(=O)[C@](c2ccc(Cl)cc2)(C(C)C)N1C(=O)OCC	4	21	-4	-12	0	12	2	2.7	-25	19
Cn1c(N)c(C(C[N+](=O)[O-])c2c(F)cccc2Cl)c(=O)n(C)c1=O (stereo unspecified)	-1	7	1	-8	-1	7	0	-5.4	-66	14
COc1cc(C=NCC2OCCc3ccccc32)cc(OC)c1 (stereo unspecified)	4	6	5	-31	-1	2	1	0.0	15	18
N#Cc1ccsc1NC(=O)CN1CCN(c2ccccc2O)CC1	-6	0	1	-11	1	-5	-3	0.2	21	12
Cc1ccc(S(=O)(=O)N(C)C)cc1NC(=S)N(C)C1CCN(C)CC1	-8	55*	2	-54	10	6	-24	-17	-21	3
CC(=O)c1cccc(NC(=O)c2ccc(NS(=O)(=O)c3c(C)noc3C)cc2)c1	-7	-10	-3	-32	0	3	-3	-1.5	8	18
CC1CCCCN1CCNC(=O)C1CC(=O)N(c2ccc(F)c(Cl)c2)C1 (stereo unspecified)	2	-15	1	-41	.	-7	-4	-0.2	-5	3
O=c1[nH]c(CSc2ccccn2)nc2ccccc12	4	75*	1	-123	3	34	-2	2.0	-49	9
C=CCN1C(=O)N/C(=C/c2ccc(N3CCOCC3)o2)C1=O	32*	-21	1	-4	0	?	2	0.3	-14	26
COc1ccc(/C=N/NC(=O)c2cc(C)oc2C)cc1OCc1ccccc1	5	-5	7	4	-1	6	-5	-0.3	6	39
O=C(O)C(=O)/C(=C\c1cccc2ccccc12)c1ccc2ccccc2n1	-3	-49	0	0	-1	-37	-1	0.2	-10	15
COC(=O)CNC(c1ccccc1)c1cc(Br)ccc1NC(C)=O (stereo unspecified)	2	14	4	-11	-4	9	1	-0.2	9	2
C=CCn1c(CNC(=O)c2ccccc2F)nnc1SCC(=O)N1CCOCC1	-2	-4	1	-12	3	5	2	0.8	5	10
Cc1cc(C)c2cc(CN(Cc3ccc4c(c3)OCO4)Cc3nnnn3Cc3ccco3)c(=O)[nH]c2c1	-4	-7	0	9	-2	7	-4	-0.4	15	40
O=C(Cn1nc(-c2ccccc2)ccc1=O)NCc1ccc(F)cc1	-8	-9	-1	-30	-4	-2	2	-0.3	-9	17
O=C(NCCO)C(=O)NCC1OCCCN1S(=O)(=O)c1cc(F)ccc1F (stereo unspecified)	-9	-1	1	-33	0	-3	-1	0.4	-12	16
CCn1cc(C(=O)O)c(=O)c2cc(F)c(N3CCN(S(=O)(=O)c4ccc(NC(=O)OC)cc4)CC3)cc21	-12	-5	2	11	-3	-12	2	-0.3	19	3
O=C(NC1CCCCC1)c1ccc(NS(=O)(=O)c2cccc3cccnc23)cc1	1	-14	-2	7	0	-10	-2	-0.5	1	5
CCC(=O)N1CCc2cc(S(=O)(=O)CCC(=O)NCCc3ccc(S(N)(=O)=O)cc3)ccc21	1	-2	-3	-23	-2	-2	0	0.2	-15	15
COc1ccc(S(=O)(=O)N2CCC(C(=O)Oc3ccc(C)cc3)CC2)cc1OC	.	-8	.	.	.	-4	-9	-0.1	-7	6
Cc1nn2c3ccccc3n(C)c2nc1=O	5	8	6	-63	0	2	4	-0.1	1	15
O=C(COC(=O)c1ccccc1Nc1ccc(SC(F)F)cc1)NCc1ccco1	-4	33	-4	-17	-23	22	0	-8.3	-91	11
N#Cc1ccc(-c2nnnn2-c2ccc3c(c2)OCO3)cc1	-2	-7	-3	-35	0	-6	4	-1.0	-5	-19
COc1ccc(N(CC(=O)NC2CCCCC2)C(=O)CCCC(=O)Nc2ccccn2)c(OC)c1	10	-6	3	11	-2	-3	0	-0.2	15	12
COc1ccc(C(CC(=O)Nc2ccc(C)cn2)N2Cc3ccccc3C2=O)cc1 (stereo unspecified)	2	-4	3	-4	-1	-1	5	1.9	-55	23
Cc1nc2cc(C(F)(F)F)ccc2n1CCNc1nc(-c2ccc(F)cc2)cs1	-6	-7	-4	-15	-1	5	1	0.6	-1	6
COc1ccccc1C(=O)C1CCCN(C(=O)C2=CC(=O)CC(C)(C)O2)C1 (stereo unspecified)	10	5	-1	-8	0	2	-1	-0.4	-13	11
COC(=O)c1c(NC(=O)CSc2ncnc3c2cnn3-c2ccccc2Cl)sc2c1CCCC2	5	9	6	-20	0	7	1	-0.4	7	2

Pulled one by one from above:
SMILES	IEC-6 cytotox	HSF-1 act	HSP90 inh	KLF5 inh	GSK3A inh	HSF1 inhib	GSK3B inh	HIF activator	aSyn 5UTR inh	AI-2 QS mod
N#Cc1ccc(-c2nnnn2-c2ccc3c(c2)OCO3)cc1	-2	-7	-3	-35	0	-6	4	-1.0	-5	-19
COc1ccc(C(CC(=O)Nc2ccc(C)cn2)N2Cc3ccccc3C2=O)cc1 (stereo unspecified)	2	-4	3	-4	-1	-1	5	1.9	-55	23

Other entries
SMILES	IEC-6 cytotox	HSF-1 act	HSP90 inh	KLF5 inh	GSK3A inh	HSF1 inhib	GSK3B inh	HIF activator	aSyn 5UTR inh	AI-2 QS mod
Cc1cc(=O)n(C)c(=O)n1CC(=O)N1CCCCCC1	-3	-11	0	-7	-3	-10	-5	0.5	1	22
COc1ccc(C)cc1NC(=O)CCN1CC(C)OC(C)C1 (stereo unspecified)	3	3	-2	-12	8	2	-6	1.7	10	17
S=c1[nH]nc(CSCCOc2ccc(Cl)cc2Cl)o1	-2	24	2	-42	2	12	6	1.3	-2	17
O=C(CCN1CCCCCC1)Nc1ccccc1F	-2	15	0	-6	-2	-1	-1	-9.6	-13	21
Cc1noc(/C=C/c2ccc(-c3ccccc3Cl)o2)c1[N+](=O)[O-]	4	34	4	-19	-5	25	0	0.0	-63	18
CCCCCn1c(NCc2ccco2)nc2ccccc21	8	-1	4	-22	-1	-10	0	-0.2	13	9
O=C(Nc1ccccc1N1CCOCC1)C1CCN(S(=O)(=O)c2ccc(Cl)cc2)CC1	-5	7	-3	-37	-1	-3	2	-0.4	11	3
COc1ccc(Cl)cc1NS(=O)(=O)c1cccc(C(=O)NCC2(N(C)C)CCCCC2)c1	2	7	-6	-20	.	0	-1	0.1	17	5
Cc1nn(-c2ccccc2)c(Cl)c1/C=C/C(=O)c1ccc(O)cc1	-4	77*	-2	-42	0	41	-1	1.6	-125	19
Cc1cccc(CCNC(=O)C2CCCN(c3ncnc4c3nc3n4CCCCC3)C2)c1 (stereo unspecified)	8	-7	-2	-11	2	-1	5	0.6	28	-4
FC(F)(F)c1cc(Cl)c2nnc(C(F)(F)Cl)n2c1	-5	-6	-1	2	-2	4	4	-0.1	-3	17
CCOC(=O)C1(Cc2cccc(OC)c2)CCCN(S(=O)(=O)c2cccnc2)C1 (stereo unspecified)	4	6	-1	-6	1	-5	-1	-1.1	6	17
C/C(=N\NC(=S)Nc1cc(S(=O)(=O)N2CCOCC2)ccc1Cl)c1ccccc1F	4	-16	4	-20	-1	-10	1	-0.5	31	28
CCN(CC)S(=O)(=O)c1ccc(C(=O)Nn2cnnc2)cc1	4	-13	1	-40	0	-5	-3	-0.4	-14	15
CCOc1cc(/C=C2\C(=O)NN(c3ccccc3)C2=O)cc([N+](=O)[O-])c1O	-9	11	1	-18	3	1	0	-0.5	14	65
Cc1nc2c(-c3ccccc3)c(C)nn2c(C)c1CC(=O)O	-3	-7	1	-24	-2	0	0	-3.6	-11	28
Cc1ccccc1NC1(C#N)C(=O)Nc2ccccc21 (stereo unspecified)	1	-1	-1	-39	3	1	-1	0.4	3	21
O=[N+]([O-])c1ccc(OCCOCCOc2ccc([N+](=O)[O-])cc2)cc1	2	11	0	-15	1	3	5	-0.2	7	8
CC1Oc2ccccc2N(CC(=O)c2ccccc2)C1=O (stereo unspecified)	0	14	-3	-13	-3	0	1	0.2	-31	9
CC(C)c1ccc(NC2CCCN(C(=O)CCN3CCCCC3=O)C2)cc1 (stereo unspecified)	4	-2	-1	-41	0	-4	3	-0.3	-14	8
O=C(CSc1nnc(CNC(=O)c2cccs2)o1)Nc1ccccc1	0	10	-1	-16	8	-2	0	-0.4	-9	0
Cn1nc(C(C)(C)C)c([N+](=O)[O-])c1C(=O)Nc1ccccc1	-4	11	-6	-27	-2	-10	-2	-0.9	6	16
FC(F)(F)c1cnc(-c2cnc(-c3ccncc3)nc2)c(Cl)c1	-3	?	-1	-10	-1	26	-2	1.9	-109	10
Cc1cc2n(n1)C(c1cn(-c3ccccc3)nc1C)Nc1ccccc1-2 (stereo unspecified)	0	-9	3	3	-1	4	3	0.5	-24	3
CC(=O)N(c1ccc(C(C)C)cc1)C1C=CS(=O)(=O)C1 (stereo unspecified)	-5	5	-1	-37	-3	-5	-1	-0.1	6	19
COc1ccc(/C=N/Nc2ncnc3sc(C)c(C)c23)cc1	11	7	-2	3	-1	-9	-3	0.6	-114	13
CCOC(=O)C1(Cc2ccc(OC)cc2)CCN(C(=O)C2CCCO2)CC1 (stereo unspecified)	-3	-1	-3	-21	-2	-3	1	0.0	-7	13
COc1ccc(-c2noc(CN(C)C(=O)c3ccoc3C)n2)cc1OC	-1	11	-4	-19	1	-1	2	0.6	12	30
CCCn1nnnc1NCc1c(F)cccc1Cl	-3	-11	-2	-15	-2	8	0	-0.4	6	-1
O=C(Nc1ccc(F)cc1)c1ccc(CSc2ccc(Cl)cc2)o1	-5	36	-1	-50	-2	16	-3	-0.2	-18	19
COc1ccc(S(=O)(=O)N(Cc2ccco2)Cc2cc3ccccc3[nH]c2=O)cc1	-2	0	4	14	8	7	1	0.4	19	7
CC(C)=CCC/C(C)=C/CC(C)(C)CNCCN1CCNCC1	5	0	1	-8	.	5	-3	-3.6	-64	3
CC(C)(C)C(=O)N1CCN(c2ccc([N+](=O)[O-])cc2-n2cccc2)CC1	0	2	-1	-5	0	3	0	0.3	20	17

Screens deposited in PubChem BioAssay by several laboratories.
